Source: PubChem (The Scripps Research Institute Molecular Screening Center)
S1P3 antag: S1P3 (human) receptor antagonism; Q99500; CHO S1P3 NFAT-BLA reporter, FRET fluorescence, antagonist mode; inhibition, % at 4.98 µM; actives 0.27% (n = 170,000);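 active = inhibition above the plate cutoff, the mean inhibition of test wells on that plate plus 3 SD, cut at about 28% in these data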;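 note: cells challenged with S1P at its EC80 of 0.8 µM; blue over green emission ratio from cleaved BLA substrate after 4 h stimulation; 0% = S1P-stimulated wells and 100% = unstimulated DMSO-only wells; some compounds past the cut are filed as inactive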
Target sequence (Q99500 whole entry, looked up): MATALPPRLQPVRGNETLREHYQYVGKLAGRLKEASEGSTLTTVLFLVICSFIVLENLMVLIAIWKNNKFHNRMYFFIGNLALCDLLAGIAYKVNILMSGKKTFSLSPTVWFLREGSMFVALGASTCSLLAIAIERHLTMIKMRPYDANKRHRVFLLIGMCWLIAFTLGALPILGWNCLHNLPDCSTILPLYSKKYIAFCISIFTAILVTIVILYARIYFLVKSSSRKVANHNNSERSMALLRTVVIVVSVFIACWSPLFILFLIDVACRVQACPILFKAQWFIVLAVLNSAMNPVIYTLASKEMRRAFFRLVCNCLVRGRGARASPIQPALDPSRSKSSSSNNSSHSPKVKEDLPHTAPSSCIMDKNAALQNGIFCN
* hit, by the source's call. This is a subset; rates above refer to the full screens.

compound | S1P3 antag
Nc1nnc(SCC(=O)NC2CCCc3ccccc32)s1 (stereo not given) | 2
CC(CCOC1=NS(=O)(=O)c2ccccc21)NC(=O)C(=O)Nc1ccccc1 (stereo not given) | -8
COc1cccc(NC(=O)c2sc(NC(=O)c3ccncc3)nc2C)c1 | 1
Cn1cccc1/C=N/NC(=O)CSc1nc2ccccc2[nH]1 | -12
COc1cccc(OCc2ccc(Cl)cc2)c1C#N | 5
OCCN1CCN(c2cc(C(F)(F)F)nc3ccccc23)CC1 | 11
Cc1ccc(/C=N/NC(=O)Cn2nc(C)c([N+](=O)[O-])c2C)o1 | -15
CCOC(=O)c1ccc2c(c1)NCc1cccc(OC)c1O2 | 4
Cc1cccc(N2CCN(C(=O)c3cc4c(C)nc5ccccc5c4o3)CC2)c1C | 5
O=C(Cc1cccs1)Nc1nc(-c2cccnc2)cs1 | -10
O=c1c2ccccc2cnn1-c1nc2ccccc2s1 | -38
S=C1N(c2ccccc2)C(c2ccc(Br)cc2)N2CCCN12 (stereo not given) | -3
O=c1cc(O)c2sc3nc4c(c(C(F)(F)F)c3c2[nH]1)CCCCC4 | -12
Cc1ccc(OCC(=O)Nc2ccc3c(c2)nc(CCN2CCN(C)CC2)n3C)cc1 | -1
Cc1ccc(C(=O)NCCN2CCNC2=O)cc1 | -13
O=C(O)CC1(CC(=O)NCc2ccc(C(F)(F)F)cc2)CCCCC1 | -2
Cn1c(SCC(=O)O)nnc1-c1cccc(NC(=O)c2cccc3ccccc23)c1 | 0
CC1Cc2ccccc2N1C(=O)COC(=O)c1ccc(O)cc1 (stereo not given) | -2
CCCCN1Cc2c(nc3cc(-c4ccco4)[nH]n3c2=O)C1=O | -7
CC(=O)c1c(-c2ccc(Cl)cc2Cl)noc1C | -8
Cc1nc(C)c(-c2ccnc(/N=C/NO)n2)s1 | 3
O=C(NNC(=O)c1nn(-c2ccc(F)cc2)ccc1=O)c1ccc(Cl)cc1 | 4
C=CCn1c(SCC(=O)N(CC)C2CCS(=O)(=O)C2)nc2ccccc2c1=O (stereo not given) | -4
CSC1=N/C(=C\c2cccc(Cl)c2)C(=O)N1N(C)C | 3
CC1(C)Cc2c(sc3nnn(CC(=O)Nc4ccccc4)c(=O)c23)CO1 | 1

Gathered by group: the entries above with a CF3 group
compound | S1P3 antag
OCCN1CCN(c2cc(C(F)(F)F)nc3ccccc23)CC1 | 11
O=c1cc(O)c2sc3nc4c(c(C(F)(F)F)c3c2[nH]1)CCCCC4 | -12
O=C(O)CC1(CC(=O)NCc2ccc(C(F)(F)F)cc2)CCCCC1 | -2

Going on with the list.
compound | S1P3 antag
O=C(N/N=C/c1cc([N+](=O)[O-])ccc1Cl)c1cc(-c2ccccc2)nc2ccccc12 | -9
O=C(CNCc1cccnc1)Nc1cc(C(F)(F)F)ccc1N1CCOCC1 | -4
CCn1c(SCC(=O)Nc2sc(C)c(C)c2C#N)nnc1C1CC1 | -8
Cc1c(/C=N/Nc2ccc([N+](=O)[O-])cn2)c2ccccc2n1Cc1ccccc1 | 3
CC(=O)Nc1ccc(Sc2ccccc2C(=O)O)c(C(=O)O)c1 | -3
CCOC(=O)c1c(N/N=C/c2cccnc2)n[nH]c1C | 8
O=S(=O)(/N=C(\[O-])C[n+]1ccccc1)c1ccc(Cl)cc1 | -7
CN1CCc2c(sc3c2c(=O)n(-c2ccccc2)c2nnc(SCc4ccc(F)cc4)n32)C1 | -18
Cc1c(O)ccc(/C(Cc2ccc3ccccc3n2)=N\N)c1O | -11
CC1(C)CC(CNCCC(c2ccc(F)cc2)c2ccco2)CCO1 (stereo not given) | 9
Nc1nc2ncc(C(=O)c3cc(Cl)cc(Cl)c3O)cc2s1 | -16
CN(C)c1ccc(/C=N/NS(=O)(=O)c2ccc(Br)cc2)cc1 | -1
CN1C(CC(=O)Nc2ccc(Cl)cc2Cl)c2ccccc2CC1(C)C (stereo not given) | 9
Cc1ccc(C2Nc3ccccc3C(=O)N2CCCN2CCOCC2)cc1 (stereo not given) | 9
CCOC(=O)C(c1ccccc1)C(Nc1cc(C(F)(F)F)cc(C(F)(F)F)c1)c1ccccn1 (stereo not given) | -5
Cn1c(=O)c(=O)n(C)c2cc(S(=O)(=O)N3CCCC3C(=O)NCc3cccs3)ccc21 (stereo not given) | -11
CCCCn1nc(CC(=O)NCCN(CC)CC)c2ccccc2c1=O | 2
COC(=O)c1c(C)oc(C)c1S(=O)(=O)N(Cc1ccccc1)C(C)C | -4
C=CCn1c(SCC(N)=O)nc2nc3c(cc2c1=O)COC(C)(C)C3 | 4
O=c1[nH]nc(N/N=C/c2ccccc2OC(F)F)c(=O)[nH]1 | -19
Cc1nc2ccc(NC(=O)Cc3ccc(Br)cc3)cc2s1 | -7
Cc1c(N2C(=O)c3cccc4cccc(c34)C2=O)cnn1C | -11
Cc1cc2oc(C(=O)N(Cc3ccccc3)c3ccccn3)cc(=O)c2cc1Cl | -8
O=S(=O)(NCCc1ccccn1)c1ccc(-c2ccccn2)s1 | 8
CC1CN(c2nc3c(c(=O)n(C)c(=O)n3C)n2Cc2c(Cl)cccc2Cl)CC(C)O1 (stereo not given) | 10
COc1ccc(C(=O)N2CC(=O)Nc3ccccc32)cc1S(=O)(=O)N1CCOCC1 | -2
CCCC(=O)Nc1ccc2c(c1)nc(CCN1CCCCC1)n2C | 5
CC1CCc2c(sc(NC(=O)Cn3nc(C(=O)O)c4ccccc4c3=O)c2C#N)C1 (stereo not given) | 13
Fc1ccc(N/N=C2/CCSc3sccc32)c(F)c1 | 12
Cc1c(S(=O)(=O)c2ccccn2)c(N)n(Cc2cccc(Cl)c2)c1C | -1
O=C(N/N=C/c1cc2c(cc1Cl)OCO2)c1ccc2c(c1)OCCO2 | -1
COc1ccc(CCNC(=O)C(=O)NN=C2CCCCCCC2)cc1OC | 0
CCOC(=O)c1ccc(NC(=O)Oc2cc(C)c(Cl)cc2C(C)C)cc1 | 14
CC(C)(C)c1cccc(P(=O)(c2ccccc2)c2ccccc2)c1O | -7
CCSc1nnc(COc2ccccc2)n1CC | 3
CCn1c(SCC(=O)c2ccccc2)nc2sc3c(c2c1=O)CCN(C)C3 | -17
Cc1ccc2nc(SCC(=O)N(CC(C)C)c3c(N)n(Cc4ccccc4)c(=O)[nH]c3=O)[nH]c2c1 | -12
CC1Cc2ccccc2N1S(=O)(=O)c1cccc(C(=O)N2CC(=O)Nc3ccccc32)c1 (stereo not given) | -6
O=C(Cc1n[nH]c(=O)c2ccccc12)Nc1cccc(S(=O)(=O)N2CCCC2)c1 | 9
C=CCOc1ccc2c(c1)c(=O)cc(C(=O)O)n2CC | 6
CN(C)c1ccc(/C=N/N2C(=O)c3ccccc3C2=O)cc1 | 6
Cc1ccc(OCC(=O)N2CCOCC2)c([N+](=O)[O-])n1 | -7
CC(=O)NC(=S)Nc1ccc(NC(=S)NC(=O)c2ccc([N+](=O)[O-])cc2)cc1 | 5
Oc1ccccc1Nc1ccccn1 | 9
CCOC(=O)C(=O)NNc1ccc(F)cc1 | 17
CC1CCCCC1NC(=O)CN(C)S(=O)(=O)c1cccc2cccnc12 (stereo not given) | -5
COc1ccc(-c2ccnc(-c3ccncc3)n2)cc1 | 10
O=C(Nc1cccc([N+](=O)[O-])c1)c1ccccc1 | 1
Cc1cc(-c2nnc(SCC(=O)Nc3nc(-c4ccc(Cl)cc4)cs3)o2)no1 | 3
C/C(=N/NC(=O)c1cc(-c2ccc(Cl)s2)[nH]n1)c1ccco1 | 32*

(cont.)
compound | S1P3 antag
CN1CCC(=C(c2ccc(Cl)cc2)c2ccccn2)CC1 | -24
O=C(Nc1ccccc1)N1CCCN(Cc2c(F)cccc2Cl)CC1 | 1
Cn1cc(C(=O)N/N=C/c2ccc3c(c2)OCO3)c2ccccc21 | 15
Oc1[nH]c2ccccc2c1N=NC(=S)N1CCOCC1 | 8
CCn1c(SCC(=O)OC)nc2sc3c(c2c1=O)CC(C)(C)OC3 | 5
COc1ccc(N2C(=O)[C@@H]3C(c4cccnc4)=NO[C@@H]3C2=O)cc1 | 8
O=C(Nc1ccc(Cl)cc1)Nc1ccc(Oc2cccnc2)nc1 | -17
CCc1ccc(/C=C2\Oc3c(ccc(O)c3CN3CCN(C)CC3)C2=O)cc1 | 3
O=C(c1cccc([N+](=O)[O-])c1)N1CCCC(C(=O)N2CCCCC2)C1 (stereo not given) | 12
COc1ccc(OCC(O)CNC(=O)Nc2cc(F)ccc2C)cc1 (stereo not given) | 0
COc1ccc2c(CCNC(N)=S)c[nH]c2c1 | -13
C=CCn1nc2n(c1=O)-c1ccccc1SC2 | -12
c1ccc(-c2nc3c4ccccc4nc(N4CCN(c5ccccn5)CC4)n3n2)cc1 | 18
COC(=O)c1c(C)oc(C)c1S(=O)(=O)NCc1ccc(Cl)cc1Cl | -9
COc1ccccc1NC(=O)Cn1nc(Cc2cccnc2)c2ccccc2c1=O | 3
COc1ccc(CC(=O)N/N=C/c2ccc(-c3ccc(F)cc3)o2)cc1OC | -7
Cc1cc(N2CCC(C)CC2)nc(-c2ccccc2O)n1 | 7
O=C(NCCc1ccccc1)C1CCC(CNS(=O)(=O)c2cccc3cccnc23)CC1 (stereo not given) | -2
COc1ccc(/C=N/N2C(=O)CN(C(=O)c3ccccc3)C2c2ccc(OC)cc2)cc1 (stereo not given) | -1
CC(C)c1ccc(OCC(=O)NNC(=O)c2cnccn2)cc1 | -9
CN1CCC(=NNC(=O)c2cc(-c3ccc(Cl)cc3)n[nH]2)CC1 | 1
O=C(Cn1nnc2ccccc2c1=O)N[C@H](C(=O)O)c1ccccc1 | 12
Cc1cccc(NC(=O)CN2C(=O)N/C(=C\c3ccc(-c4cccc(C(=O)O)c4)o3)C2=O)c1 | -6
COc1cc(C(O)P(=O)(OCCC(C)C)c2ccc(N(C)C)cc2)cc(OC)c1OC (stereo not given) | -23
O=S(=O)(Nc1cccc2ccccc12)c1cccc2nonc12 | -3

Ordered by count of non-hydrogen atoms (ascending): 3 of the compounds above
compound | S1P3 antag
CN1CCC(=C(c2ccc(Cl)cc2)c2ccccn2)CC1 | -24
CCc1ccc(/C=C2\Oc3c(ccc(O)c3CN3CCN(C)CC3)C2=O)cc1 | 3
c1ccc(-c2nc3c4ccccc4nc(N4CCN(c5ccccn5)CC4)n3n2)cc1 | 18

Later entries
compound | S1P3 antag
Cc1ccc(NC(=O)COC(=O)c2cccc(N3C(=O)c4ccccc4C3=O)c2)cc1 | -5
CC(=O)C1=C(C)NC(=S)NC1c1cc([N+](=O)[O-])ccc1O (stereo not given) | 1
COC(=O)c1sc(NC(=O)c2ccco2)c(C#N)c1C | -5
C/C(=N\OCc1nc2ccccc2c(=O)n1/N=C/c1cc([N+](=O)[O-])ccc1O)c1ccccc1 | 5
CCCCNC(=O)c1cc2cc(OC)ccc2[nH]1 | 6
Cc1ccccc1Nc1nc(N)nc(CSc2n[nH]c(N)n2)n1 | 1
CCN(CC)CC(O)CCCCCCCCC(=O)OC (stereo not given) | 8
CC1(C)CC(=O)C(N=Nc2ccc(C(F)(F)F)cc2[N+](=O)[O-])=C(O)C1 | 0
O=C(CCS(=O)(=O)c1ccccc1)Nc1nc(-c2ccc(F)cc2)cs1 | 16
CCn1cc(C(=O)O)c(=O)c2cnc(N3CCN(C(=S)NC(=O)c4ccc(Cl)cc4)CC3)nc21 | 2
COc1ccc(-c2noc(CCC(=O)NCc3ccco3)n2)cc1 | 1
COc1ccc(/C=C/C(=O)Nc2ccc(C(N)=O)cc2)cc1OC | -7
N#Cc1ccc(S(=O)(=O)N2CCCN(c3nc4ccc(Cl)cc4s3)CC2)cc1 | 3
COC(=O)CCCCCCCCC(O)CN(C)C (stereo not given) | 7
Cc1csc2c(N3CCN(C(=O)c4ccc(C(C)(C)C)cc4)CC3)ncnc12 | -7
O=C(c1ccccc1)C1CCN(C(=O)c2cccs2)CC1 | 0
COc1ccc(NC(=O)C2=C(C)NC(=O)NC2c2ccccc2[N+](=O)[O-])cc1 (stereo not given) | -12
Cc1ccc(S(=O)(=O)N2CCC[C@H]2C(=O)OCC(=O)c2ccc3c(c2)NC(=O)CO3)cc1 | -10
COc1cc2c(cc1OC)[C@H](C)N(C(=S)Nc1ccc(F)cc1)CC2 | -3
O=C(Cc1n[nH]c(=O)c2ccccc12)OCc1c(Cl)cccc1Cl | -10
Cc1nc(-c2ccc(C#N)cc2)cs1 | -6
COc1ccc(S(=O)(=O)NC2CC(C)(C)NC(C)(C)C2)cc1C(C)C | -3
O=C(Oc1cc(Cl)cc(Cl)c1)c1cnc2n(c1=O)CCS2 | -4
COC(=O)Nc1nnc(COc2ccccc2)s1 | 19
CCN(c1ccccc1)S(=O)(=O)c1ccc(OC)c(NC(=O)C2CC(=O)N(Cc3ccccc3)C2)c1 (stereo not given) | -4
Cc1ccc(N=Nc2c(O)[nH]c3ccc(F)cc23)cc1 | 4
CN(C)CCCn1c(N)c(C#N)c2nc3ccccc3nc21 | 0
O=C1N(Cc2cccnc2)C[C@@H]2C[C@@H](c3cccc(Oc4ccccc4)c3)N3CCC[C@@]123 | 0
COc1cc(/C=C2\N=C(c3ccccc3)NNC2=O)cc(OC)c1OC | -11
Cc1cccn2c(=O)c(/C=N/O)c(NCc3ccccc3)nc12 | 2
COc1cc(/C(C)=N\NC(=O)CSc2nc3ccccc3n2C)ccc1O | -13
O=C(O)COc1ccc(F)cc1Br | -1
CCN(CC)CC(=O)NN(Cc1ccccc1)c1ccccc1 | 4
O=S1(=O)C[C@@H]2N=C(N/N=C/c3ccccc3)S[C@@H]2C1 | 8
